From PubChem BioAssay
PI4K2A inh = inhibitors of human PI4K2A | activity change, negative = inhibition, % at 76.9 µM | purified PI4K2A, ADP-Glo luminescence, 1 h; stronger effect = lower value | 420,000 compounds, 0.13% hits; in the data active means activity change below about -50%; inconclusive means mostly about -30% to -49%;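 further: -100% = wells without enzyme as full effect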
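ADP-Glo luminescence measured ADP generated by PI4K2A enzyme (4 ug/mL before mixing) with 1.2 mM PI substrate (pre-mix) and 300 microM ATP (pre-mix). Tris pH7.5 buffer with MgCl2, Triton X-100; 1 h reaction at ambient temperature.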
D2 antagonist = antagonists of human D2 dopamine receptor. P14416. HEK293 TREx D2 cells, calcium flux, dopamine EC80. inhibition, % at 10 µM. 340,000 compounds, 2% hits. AID 485344; in the data active means inhibition above about 30%; further: 0% is about no effect
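Tetracycline-induced HEK293 T-REx cells expressing D2 force-coupled to calcium signalling were dye-loaded, exposed to compound for 180 s, then challenged with an EC80 of dopamine; calcium flux was followed kinetically for a further 180 s.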
USP1 inh = blocks the human USP1/UAF1 deubiquitinase complex | O94782 | recombinant USP1/UAF1, Ub-Rhodamine cleavage fluorescence | Potency, µM (titrated, usually from 57.1 µM), without a hit: at the highest dose activity change, negative = inhibition, usual class: inhibitors | 390,000 compounds, 0.23% hits | AID 743255; further: potency means the concentration at half of the fitted maximal effect; on the % scale 0 is the no-effect control and ±100 the full control effect; nearly all actives have a fitted effect of over 60% in size; inactives centre near -12
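Step one: compound is pinned into 1nM USP1/UAF1 in HEPES pH 7.8 buffer with TCEP. Step two: 15 min room-temperature incubation. Step three: Ub-Rho (150nM final) starts cleavage, tracked by fluorescence over six one-minute reads.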
TRHR enhancer = allosterically enhances the human TRH receptor; enhancement, % at 2 µM; AID 493056; 360,000 compounds, 0.66% hits; TRHR cells, fluo-8 calcium fluorescence, EC20 TRH enhancement; in the data active means enhancement above about 30%; further: 0% is about no effect
Target sequence (P34981 whole entry, looked up): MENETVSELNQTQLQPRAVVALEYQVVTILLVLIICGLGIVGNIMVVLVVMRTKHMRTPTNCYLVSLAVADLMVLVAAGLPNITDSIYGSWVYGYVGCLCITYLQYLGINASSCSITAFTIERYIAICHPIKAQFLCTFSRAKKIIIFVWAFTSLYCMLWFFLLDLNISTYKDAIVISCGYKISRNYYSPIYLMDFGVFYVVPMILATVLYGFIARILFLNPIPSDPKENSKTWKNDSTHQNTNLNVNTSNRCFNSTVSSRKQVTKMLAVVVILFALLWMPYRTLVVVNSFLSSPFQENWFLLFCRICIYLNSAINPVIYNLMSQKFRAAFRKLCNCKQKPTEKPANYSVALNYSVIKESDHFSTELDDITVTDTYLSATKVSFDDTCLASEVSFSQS
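TRHR-expressing cells loaded with fluo-8 calcium dye were read kinetically (ex 480/em 530) during compound addition, then stimulated with an EC20 of TRH (10 nM final). Enhancement of the Gq-mediated intracellular calcium response was scored.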
TRHR agonist = activates the human TRH receptor. AID 493084. 360,000 compounds, 0.18% hits. TRHR cells, calcium flux fluo-8, FDSS agonist mode. activation, % at 2 µM. P34981; in the data active means activation above about 30%; further: 0% is about no effect
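Read-out: compound-evoked intracellular calcium rise in TRHR cells, fluo-8 dye, kinetic FDSS fluorescence at 1 s/cycle following a 10-cycle baseline. Cells cultured overnight before dye loading (30 min–1.5 h, RT).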
IDH1 R132H inh = human IDH1 R132H inhibition | O75874 | IDH1-R132H enzyme, NADPH consumption, diaphorase/resazurin fluorescence | 390,000 compounds, 0.093% hits | Potency, µM (titrated, usually from 76.6 µM), inactives show at the top dose activity change, negative = inhibition, most hits filed as inhibitors | AID 602179; further: potency means the concentration at half of the fitted maximal effect; on the % scale 0 is the no-effect control and ±100 the full control effect; nearly all actives have a fitted effect of over 65% in size
Target sequence (O75874 whole entry R132H, stated change not applied): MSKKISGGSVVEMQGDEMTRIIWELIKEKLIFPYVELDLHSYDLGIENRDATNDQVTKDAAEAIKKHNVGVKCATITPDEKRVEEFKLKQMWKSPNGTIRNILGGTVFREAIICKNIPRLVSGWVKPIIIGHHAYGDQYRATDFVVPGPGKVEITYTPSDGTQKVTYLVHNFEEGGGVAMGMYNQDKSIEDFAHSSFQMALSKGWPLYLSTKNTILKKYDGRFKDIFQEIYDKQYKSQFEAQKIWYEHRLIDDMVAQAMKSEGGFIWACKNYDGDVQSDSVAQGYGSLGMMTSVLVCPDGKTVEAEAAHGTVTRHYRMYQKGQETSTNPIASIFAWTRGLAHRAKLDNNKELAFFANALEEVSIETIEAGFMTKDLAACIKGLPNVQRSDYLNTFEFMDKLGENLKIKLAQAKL
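IDH1-R132H (0.5 ug/mL dispensed) in pH 7.5 Tris buffer was preincubated 30 min with compound, then given a substrate mix of 0.016 mM NADPH and 2 mM alpha-KG for 80 min at room temperature; remaining NADPH was read by diaphorase/resazurin fluorescence.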
TrxR1 substrate = rat thioredoxin reductase 1 substrate activity; purified TrxR1 substrate turnover, NADPH consumption readout; Potency, µM (highest dose often 114 µM), for inactives: at the top dose activity change, negative = substrate turnover; 390,000 compounds, 0.01% hits; AID 588456; further: potency means the concentration at half of the fitted maximal effect; on the % scale 0 is the no-effect control and ±100 the full control effect; nearly all actives have a fitted effect of over 50% in size
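Rat TrxR1, dispensed at 90 nM, was prereduced with 400 uM NADPH (final) for 5 min at ~22 deg C, then incubated with compound 15 min before 400 uM selenite. A first-read NADPH fluorescence drop versus no-compound background flagged substrates.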
TrxR1 inh = rat TrxR1 inhibition | O89049 | recombinant rTrxR1, NADPH fluorescence consumption, selenite substrate | Potency, µM (titrated, usually from 114 µM), for inactives: at the top dose activity change, negative = inhibition, actives largely listed as inhibitors | 390,000 compounds, 1% hits | AID 588453; further: potency means the concentration at half of the fitted maximal effect; on the % scale 0 is the no-effect control and ±100 the full control effect; nearly all actives have a fitted effect of over 65% in size
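Rat TrxR1 (90 nM in the dispensed reagent) was pre-reduced with 400 uM NADPH for 5 min at room temperature, then incubated with compound for 15 min. After 400 uM selenite was added, NADPH fluorescence (Ex 340/Em 450 nm) was followed for 8 min.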
D2 agonist = agonists of human D2 dopamine receptor | 340,000 compounds, 0.53% hits | HEK293 T-REx D2 cells, calcium flux agonist mode | activation, % at 2 µM | AID 485358;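 active means activation over 3 SD above normal in the single-dose calcium agonist read, cut at about 30% in these data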; further: 0% is about no effect
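Agonism scored from kinetic calcium signal (1 read/sec, 180 s) following compound pin transfer, after a 10 s baseline. Cells: HEK293 Trex line expressing inducible D2 receptor coupled to calcium, dye-loaded after overnight culture at 30 C.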
* = called active by the depositor; ? = inconclusive; nt = no result given; & = joins results of further samples; [ ] = another dose, or the depositor's remark. Unless noted, the call rests on the fitted dose curve; in most records, active means well fitted inhibition curve with a large enough effect; inconclusive means small, poorly fitted or top-dose-only effect; inactive means no such curve, though single readings can be large or run the other way.

No.	mol	PI4K2A inh	D2 antagonist	USP1 inh	TRHR enhancer	TRHR agonist	IDH1 R132H inh	TrxR1 substrate	TrxR1 inh	D2 agonist
1	CCCCOC(=O)Nc1ccc(S(=O)(=O)Nc2onc(C)c2C)cc1	1.2	6.9	-23.2%	-3.3	0.4	-4.7%	6.3%	25.6%	0.1
2	CSc1ccc(C(=O)C2CCCN(Cc3cccn3-c3cccnc3)C2)cc1 (stereo not given)	2.5	-3.0	?	-9.0	1.4	-8.1%	-7.7%	?	0.5
3	CCn1cc(C(=O)N(C)Cc2ccccc2)c(=O)c2cc(S(=O)(=O)N3CCc4ccccc4C3)ccc21	-0.2	nt	-13.7%	-8.1	-1.5	-6.6%	-2.8%	17.9%	-1.0
4	CC1CCCN(C(=O)c2ccc(OC3CCN(CCc4ccccc4)CC3)cc2)C1 (stereo not given)	3.0	6.0	-2.0%	-8.5	0.1	5.0%	-3.4%	5.5%	0.7
5	CCCCC(=O)Nc1ccc(C(=O)Nc2nc(CC(=O)OCC)cs2)cc1	-8.3	-18.6	-1.9%	4.8	0.4	5.5%	6.1%	33.4%	-0.2
6	O=C(CSc1ccc(-c2cccs2)nn1)Nc1cccc(F)c1	-3.6	nt	-10.2%	7.3	-0.2	0.0%	-4.6%	0.5%	0.1
7	Cc1cc(OCC(=O)N2CCN(c3ccc(F)cc3)CC2)c2c(C)cc(=O)oc2c1	-11.9	15.2	-24.7%	2.7	0.0	8.8%	2.9%	18.2%	-0.2
8	Cc1ccc2nc(C)cc(N/N=C/c3ccccc3O)c2c1	-12.0	9.9	-13.6%	7.6	-1.3	-13.2%	18.3%	17.1%	-1.2
9	Cc1sc2nc(CSC(C)C(=O)Nc3cc(S(C)(=O)=O)ccc3Cl)[nH]c(=O)c2c1C (stereo not given)	-1.1	28.2	-12.0%	-6.0	2.0	5.0%	18.5%[57.1 µM]	-64.0%[57.1 µM]	0.9
10	CC(c1nnnn1C1CCCCC1)N(Cc1ccccc1)Cc1cccnc1 (stereo not given)	-4.6	-15.2	-16.4%	2.7	-1.1	0.8%	-0.6%	8.9%	-0.6
11	COc1ccccc1NC(=O)CCc1nnc2ccc(N3CCCCC3)nn12	-1.1	26.5	-21.6%	2.5	0.9	8.3%	-11.5%	-12.3%	0.3
12	OCCN(CCO)c1nc(-c2ccccc2)nc2c1oc1ccccc12	0.7	4.9	-10.7%	8.8	-0.1	0.9%	-3.6%	-11.4%	1.9
13	C=CCNC(=O)NC(=O)COC(=O)CNS(=O)(=O)c1ccc(F)c(F)c1F	-2.4	10.3	-2.6%	1.6	-0.4	-2.9%	6.1%[0.0914 µM]	8.4%	-0.5
14	S=C(Nc1cc(Cl)ccc1Oc1ccccc1)N1CCN(c2ccccn2)CC1	-3.0	-20.4	-8.8%	-2.4	0.4	-7.6%	-2.9%	3.9%	26.0
15	O=C(NC1CCCCC1)C(c1ccco1)N(CCc1ccccc1)C(=O)C(F)(F)F (stereo not given)	-5.4	-26.7	-16.5%	0.7	0.4	2.8%	-7.2%	15.2%	-0.3
16	COc1ccccc1N(Cc1ccccc1)S(=O)(=O)c1cccc(C(=O)Nc2ccccn2)c1	-1.4	-7.3	-16.8%	-5.9	0.7	-7.9%	-1.9%	21.3%	0.3
17	COCCNC(=O)CSc1nc2ccccc2c(=O)n1CCCC(=O)NCc1ccccc1	-2.9	-13.4	-2.4%	5.9	0.1	0.6%	-1.6%	5.0%	0.8
18	O=C(c1ccc2c(c1)N(Cc1ccc(Cl)cc1)C(=O)c1ccccc1S2(=O)=O)N1CCCCC1	1.7	nt	-26.0%	0.2	1.2	6.5%	-3.4%	16.6%	-0.9
19	O=C(Nc1ccccc1F)c1nc(S(=O)(=O)Cc2ccccc2F)ncc1Cl	2.1	nt	-3.5%	-9.4	-1.4	0.0%	10.3%	1.58µM*	1.4
20	CC(=O)Nc1c(-c2ccccc2)nc2ccc(Cl)cn12	4.8	nt	-7.8%	nt	nt	6.9%	6.2%	-18.7%	nt

Two compounds from above, showing only TRHR agonist and PI4K2A inh.
| item | SMILES | TRHR agonist | PI4K2A inh |
| --- | --- | --- | --- |
| 12 | OCCN(CCO)c1nc(-c2ccccc2)nc2c1oc1ccccc12 | -0.1 | 0.7 |
| 17 | COCCNC(=O)CSc1nc2ccccc2c(=O)n1CCCC(=O)NCc1ccccc1 | 0.1 | -2.9 |

(further entries)
No.	mol	PI4K2A inh	D2 antagonist	USP1 inh	TRHR enhancer	TRHR agonist	IDH1 R132H inh	TrxR1 substrate	TrxR1 inh	D2 agonist
21	O=C(C1CCC(CNS(=O)(=O)c2cccs2)CC1)N1CCN(c2ccc(Cl)cc2)CC1 (stereo not given)	-0.3&-2.7	-2.5	-16.1%&-26.2%	5.8&-1.0	-0.1&-0.8	-3.5%&17.0%	-6.7%	6.8%	-2.2&0.9
22	O=C(COC(=O)COc1ccccc1Cc1ccccc1)Nc1cccnc1Cl	-1.7	-4.8	-14.5%	19.3	-0.7	2.3%	-13.1%	?	-0.4
23	CCOC(=O)c1[nH]c2ccc(OC)cc2c1NC(=O)c1ccc(OC)c(OC)c1	5.4	-12.0	-5.4%	-3.2	0.1	0.4%	-6.6%	-16.8%	0.4
24	Nc1nnc(SCC(=O)Nc2ccccc2)s1	-1.1&0.9	9.2	?	-4.3&1.8	1.1&0.6	4.6%&28.6%	5.4%[2.29 µM]	17.2%[57.1 µM]	0.3&2.3
25	OC(Cc1cccnc1)(Cc1cccnc1)c1cc2ccccc2[nH]1	-4.6	-15.2	-5.2%	3.3	0.2	2.0%	11.9%[57.1 µM]	20.8%[57.1 µM]	0.1
26	COc1cc(C(C)=NNC(=O)c2ccncc2)ccc1O	7.9	nt	-12.5%	nt	nt	5.2%	-7.4%	1.8%[57.1 µM]	nt
27	O=C(CCCOc1ccccc1)NNC(=O)c1ccncc1	-10.2	nt	3.4%	nt	nt	1.2%	0.5%	21.5%	nt
28	O=C(Nc1ccccc1)C1CC(=O)n2c(nc3ccccc32)N1 (stereo not given)	-0.6	33.6*	-3.7%	-2.9	0.3	8.2%	9.3%	25.8%	0.6
29	O=C(O)CCCCCNS(=O)(=O)c1ccc(Cl)cc1	-3.0	11.3	-18.4%	-1.3	0.0	-0.3%	0.5%	19.9%	1.4
30	COc1ccc(-c2cc3c(=O)n(CC(=O)Nc4ccccc4C(F)(F)F)ccn3n2)cc1OC	6.0	nt	-29.3%	2.5	-0.1	nt	2.4%[57.1 µM]	13.6%[57.1 µM]	-3.2
31	CCC(=O)Nc1cc(C(C)(C)C)ccc1C(C)=O	1.0	-23.3	-16.6%	5.5	-0.1	5.7%	-6.8%	-14.1%	1.2
32	O=C(Nc1ccc(OC(=O)c2ccccc2)c(-c2nc3ccccc3s2)c1)c1ccccc1	-9.9	1.1	-12.2%	-5.3	0.1	8.3%	9.1%	32.6%	0.9
33	COc1ccc(OCCCn2c(C)nc3cc(C)c(C)cc32)cc1	2.3	nt	?	-0.5	-0.2	0.7%	-5.4%	8.3%	nt
34	CCC12CN3CC(CC)(CN(C1)C3c1cc(Br)ccc1OC)C2=O (stereo not given)	1.7	nt	-26.2%	1.7	-0.1	10.8%	4.4%	26.7%	1.4
35	COc1cc(/C=C2/CCc3ccccc3C2=O)cc(OC)c1OC	1.0	-8.6	-12.5%	-4.1	0.6	3.5%	-14.7%	-23.2%	1.7
36	O=C(O)CC12CC3CC(C1)CC(n1ncc(NCc4ccc(F)cc4)c(Cl)c1=O)(C3)C2	3.7	12.6	0.6%	1.4	0.4	-2.2%	-10.1%	-28.7%	-0.3
37	CCCNC(=O)Cn1cnc2sc(C(=O)Nc3ccc4c(c3)OCO4)c(C)c2c1=O	0.6	nt	0.9%	nt	nt	-0.1%	3.8%	4.6%	nt
38	COc1ccc(-c2noc(N3CCC(C(=O)Nc4ccc(OC)cc4OC)CC3)n2)cc1	-1.6	-12.9	-11.9%	2.1	0.1	-3.6%	6.8%[57.1 µM]	8.9%	-0.1
39	COc1ccc(CCNC(=O)CSc2nnc(CNC(=O)c3cccs3)o2)cc1OC	-4.6	0.6	-0.3%	2.2	-0.3	-1.6%	-3.4%	0.8%	-0.2
40	COc1ccc(C(=O)Nc2ccc(S(=O)(=O)Nc3cc(C)nc(C)n3)cc2)cc1OC	1.4	27.1	-16.6%	7.5	1.3	-1.1%	-2.8%	15.8%	0.7
41	CCOC(=O)c1[nH]c2ccccc2c1NC(=O)c1cc(OC)c(OC)c(OC)c1	0.9	nt	-3.7%	nt	nt	-5.4%	3.2%	20.2%	nt
42	CCCc1nnc(NC(=O)c2cc3ccccc3o2)s1	5.6	-6.1	1.4%	-8.9	0.0	13.9%	5.4%	13.5%[0.457 µM]	-0.7

Sorted by value in USP1 inh (smallest number first): some entries from above.
nr	compound	USP1 inh
28	O=C(Nc1ccccc1)C1CC(=O)n2c(nc3ccccc32)N1 (stereo not given)	-3.7%
37	CCCNC(=O)Cn1cnc2sc(C(=O)Nc3ccc4c(c3)OCO4)c(C)c2c1=O	0.9%
27	O=C(CCCOc1ccccc1)NNC(=O)c1ccncc1	3.4%
